Compound activity: PubChem BioAssay, several laboratories
G6PDH CS: L. mesenteroides G6PDH inhibition counter-screen; Purified L. mesenteroides G6PDH, diaphorase/resazurin coupled fluorescence, 45 min; inhibition, % at 5 µM; 200,000 tested, 0.12% active; in the data active means inhibition above about 50%
Diaph act CS: activates diaphorase or chemically reduces, flagging diaphorase assay artifacts | Diaphorase/resazurin coupled assay, resorufin fluorescence, 16 min; stronger effect = higher value; 1 = vehicle wells, 0 = NADH-free wells | activation factor at 20 µM | 190,000 tested, 0.005% active | AID 1229;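 active means diaphorase activity raised at least twofold by the compound at 20 µM; inactive means activation factor below 2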
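Material: Purified diaphorase enzyme from Clostridium kluyveri | Buffer or medium: 50 mM HEPES pH 7.4 with 4.542 mM MgCl2, 0.005% Tween 20 | Times: 16 min enzyme reaction, ambient temperature | Signal: Red resorufin fluorescence at 544/590 nm excitation/emission | Measure: Increased resorufin signal from activators or reducing compounds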
Diaph inh CS: counter-screen for diaphorase-based assays: diaphorase inhibitors and chemical oxidizers. AID 1217. diaphorase resazurin-to-resorufin fluorescence, NADH, 16 min; bacterial (C. kluyveri) enzyme, not human. inhibition, % at 20 µM. 190,000 tested, 0.69% active;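 active means primary screen inhibition at 20 µM above a set limit, cut at about 50% in these data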;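 further: plate controls were DMSO with full reaction for no effect and wells lacking NADH for full effect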
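Detection: fluorescence of resorufin formed from resazurin, Ex 544/Em 590 nm; test system: Clostridium kluyveri diaphorase enzyme; amount: 0.14 U/mL diaphorase, enzyme working solution; times: 16-min room-temperature incubation before reading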
FLuc stim CS: firefly luciferase counter-screen for stimulation assays. P08659. ATPlite luciferase biochemical, luminescence, 10 min; 0 = ATP-free wells, 1 = DMSO control. activation factor at 10 µM. 200,000 tested, under 10 active. AID 1027;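 active means luciferase activation factor, scaled between plate controls, of at least 2 with compound at 10 µM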
Target sequence (P08659 whole entry, looked up): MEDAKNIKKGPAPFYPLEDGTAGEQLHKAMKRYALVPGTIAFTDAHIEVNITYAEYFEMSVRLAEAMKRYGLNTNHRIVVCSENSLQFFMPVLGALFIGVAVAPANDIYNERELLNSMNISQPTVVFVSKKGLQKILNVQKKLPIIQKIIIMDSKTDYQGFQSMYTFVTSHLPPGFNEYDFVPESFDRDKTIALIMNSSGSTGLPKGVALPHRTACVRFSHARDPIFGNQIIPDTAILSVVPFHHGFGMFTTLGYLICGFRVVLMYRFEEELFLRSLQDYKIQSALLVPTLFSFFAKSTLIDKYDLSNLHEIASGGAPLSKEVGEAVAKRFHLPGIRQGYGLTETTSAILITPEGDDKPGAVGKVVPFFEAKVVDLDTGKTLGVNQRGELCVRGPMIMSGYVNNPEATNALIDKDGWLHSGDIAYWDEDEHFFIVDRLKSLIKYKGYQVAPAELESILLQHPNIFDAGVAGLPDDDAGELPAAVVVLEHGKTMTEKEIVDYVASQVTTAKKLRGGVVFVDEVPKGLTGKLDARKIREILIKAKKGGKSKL
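System: Luciferase/luciferin detection reagent, cell-free biochemical luciferase assay | Medium: PBS buffer for ATP | Dosing: Test compounds dosed from 2 mM stocks in 100% DMSO | Timing: 10 min at ambient temperature | Signal: Luminescence measurement of luciferase light output | Evaluation: Luciferase activation, seen as luminescence increase over controls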
PMI act: activators of human phosphomannose isomerase; P34949; purified human PMI, coupled resazurin fluorescence, 20 min; stronger effect = higher value; 1 = vehicle control, 0 substrate-free wells; activation factor at 20 µM; 190,000 tested, 0.005% active; AID 1214;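 active means activation factor of 2 or more at 20 µM, relative to plate controls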
Target sequence (P34949 whole entry, looked up): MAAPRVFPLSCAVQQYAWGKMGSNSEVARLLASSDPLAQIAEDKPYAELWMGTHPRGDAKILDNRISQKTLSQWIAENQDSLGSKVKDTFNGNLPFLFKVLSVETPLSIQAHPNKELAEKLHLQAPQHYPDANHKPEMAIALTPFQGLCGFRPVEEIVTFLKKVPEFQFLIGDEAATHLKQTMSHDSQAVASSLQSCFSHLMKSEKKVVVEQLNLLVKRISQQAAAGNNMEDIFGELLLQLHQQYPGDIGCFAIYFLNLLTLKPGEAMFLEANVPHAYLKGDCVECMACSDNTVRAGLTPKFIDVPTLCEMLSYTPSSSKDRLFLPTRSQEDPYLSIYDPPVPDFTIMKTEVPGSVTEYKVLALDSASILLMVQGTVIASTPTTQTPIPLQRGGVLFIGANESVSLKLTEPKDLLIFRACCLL
TNAP inh hiacc: TNAP (human) inhibition, high acceptor. inhibition, % at 20 µM. purified TNAP, CDP-star luminescence, 1 M DEA. P05186. AID 1135. 200,000 tested, 0.03% active;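 active means over 50% inhibition of tissue-nonspecific alkaline phosphatase at 20 µM in the single-dose screen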;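 further: plate controls were DMSO wells for no effect and EDTA-quenched wells as full inhibition for full effect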
Efa HMGR inh: blocks class II HMG-CoA reductase of Enterococcus faecalis; purified E. faecalis HMGR, NADPH absorbance 340 nm kinetic; inhibition, % at 10 µM; 190,000 tested, 0.41% active;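 active means inhibition above a set limit, the median over all tested compounds plus 3 SD, cut at about 9.5% in these data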;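 further: enzyme runs in reverse so mevalonate oxidation gives rising NADPH absorbance; 0% = complete reaction with DMSO and 100% = background rate lacking mevalonate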
PMI act hi M6P: activators of human phosphomannose isomerase at near-saturating mannose 6-phosphate; P34949; coupled PMI enzyme assay, resazurin fluorescence, 20 min; stronger effect = higher value; 1 = untreated enzyme, 0 = substrate-free blank; activation factor at 20 µM; 190,000 tested, 0.34% active; AID 1216;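 active means activation factor of 2 or more at 20 µM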
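Material: human phosphomannose isomerase with PGI, G6PDH, diaphorase coupling enzymes. Quantity: 15 ng/mL PMI. Medium: HEPES pH 7.4 buffer with MgCl2 and Tween-20. Reagent: Near-saturating mannose-6-phosphate, 1.0 mM. Compound: 20 µM single dose. Times: enzyme reaction with compound 20 min at room temperature. Detection: resorufin fluorescence at Ex 544/Em 590 nm.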
TNAP act hiacc: activators of human TNAP at high phosphate acceptor concentration; P05186; purified TNAP, CDP-star luminescence, 1 M DEA, 30 min; stronger effect = higher value; 0 = EDTA background, 1 = DMSO-only activity; activation factor at 20 µM; 200,000 tested, under 10 active; AID 1136;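 active means activation factor at least 2 at 20 µM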
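Assay system: human TNAP; Input: enzyme diluted 1/800 final; Reagent: CDP-star luminogenic substrate at 100 µM final; Timing: 30 min, room temperature; Signal: luminescence; Evaluation: TNAP activation factor scaled between EDTA and DMSO control wells.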
TNAP inh no acc: blocks human TNAP activity with no phosphate acceptor present. P05186. purified TNAP, CDP-star luminescence, 30 min. inhibition, % at 20 µM. 200,000 tested, 0.26% active;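 active means tissue-nonspecific alkaline phosphatase inhibition above about 50% at 20 µM in the single-dose screen, limit read from the data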;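 further: 0% = DMSO negative control and 100% = EDTA positive control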
The depositor's hits bear a star; / = not tested or not shown. The order is random; overall some 1.7% were active at least once.

compound	G6PDH CS	Diaph act CS	Diaph inh CS	FLuc stim CS	PMI act	TNAP inh hiacc	Efa HMGR inh	PMI act hi M6P	TNAP act hiacc	TNAP inh no acc
CC1(C)Cc2ccccc2C(N/N=C/c2ccc([N+](=O)[O-])cc2)=N1	-1	0.9	9	1	1	6	1	0.9	0.9	21
COc1cc2c(cc1NC(=S)Nc1cccc3ccccc13)oc1ccccc12	10	1	0	1	0.6	-7	1	0.9	1.1	-1
O=C1COc2ccc(C(=O)COC(=O)CCc3ccc(S(=O)(=O)N4CCOCC4)cc3)cc2N1	-26	0.9	9	1	0.9	-1	-6	0.9	1	-6
COc1ccc(Cn2c(C3CC3)nc3ccc(NC(C)=O)cc3c2=O)cc1	5	1	-2	1	1.1	-10	1	1	1.1	-3
CC(Sc1nnc(-c2cccs2)n1-c1ccccc1)C(=O)NCc1ccco1 (stereo not drawn)	5	1	0	1.1	0.9	-4	-3	0.9	1	-8
CN1C(=O)CSc2ccc(NC(=O)N3CCN(c4ccccn4)CC3)cc21	-10	1	3	1	0.9	-3	2	1	1	-62
Cc1cccc(-c2nnc(SCC3CNC(=O)O3)n2-c2ccc(Cl)cc2)c1 (stereo not drawn)	7	0.9	8	1.1	1.1	-5	-5	1.1	1	-8
Cc1cc(Br)ccc1OCCCCNCCO	-2	0.9	12	1	1	-5	-3	1.1	1	-11
Cc1ccc(S(=O)(=O)CCc2nnc(NC(=O)c3cnccn3)s2)cc1	-15	0.8	16	1.1	0.9	-8	-6	0.9	1.1	-15
Cc1ccccc1C1(CCN2CCCCC2)CCOC(C)(C)C1 (stereo not drawn)	4	0.9	6	1	1	-7	0	1	1.1	-7
CC(C)(C)c1ccc(S(=O)(=O)CCc2ccccn2)cc1	6	0.9	6	1	1	1	-5	1	1	-13
Cc1nc2ccccc2n1CC(O)Cn1c(C(F)(F)F)nc2ccccc21 (stereo not drawn)	0	0.8	16	1.1	1	-3	-13	1	1	-10
Cc1c(Br)c([N+](=O)[O-])nn1C(C)C(=O)N1CCCc2ccccc21 (stereo not drawn)	0	0.8	18	1.1	0.9	-2	-2	1	1	-7
CSc1ccc(CN2C(=O)NC3(CCCCC3)C2=O)cc1	7	1	4	1.1	0.9	-4	-3	0.9	1	-7
O=C1NC(=O)c2c(NC(=O)C3CCCO3)cccc21 (stereo not drawn)	18	0.8	16	1	0.8	-2	5	0.9	1	-11
Cc1onc(-c2ccccc2Cl)c1-c1nc(-c2ccncc2)no1	13	0.8	16	1	0.9	-2	-1	0.9	1	3
CCOC(=O)N1CCC(N2CCCC(CO)(Cc3cccc(OC)c3)C2)CC1 (stereo not drawn)	6	/	/	1	/	-1	0	/	1	-5
CCn1c(SCC(=O)N2CCCCC2)nc(O)cc1=O	-4	0.9	14	1.1	1	-7	-1	1	1.1	-16
COC(=O)c1cc(-c2ccccc2)n[nH]1	18	0.9	10	1	0.9	2	1	0.9	1	92*
NC(=O)C(c1ccc(Cl)cc1)c1ncc(C(F)(F)F)cc1Cl (stereo not drawn)	3	0.9	8	1.1	1	-6	-1	1	1.1	-11
CCOc1ccc(NC(=O)c2ccc(NC(=O)c3cn4c5c(c(N6CCN(C)CC6)c(F)cc5c3=O)OCC4C)cc2)cc1 (stereo not drawn)	10	1.6	-56	1	0.9	-3	-3	1	1	-8
Cc1c(Cl)cccc1NC(=O)CN1CCN(CCN=CC2=C(O)CC(c3ccccc3)CC2=O)CC1 (stereo not drawn)	4	1	4	1	1	0	-2	0.9	1	1
O=C(NCc1ccccc1)c1n[nH]nc1-c1ccccc1O	8	0.8	17	0.9	0.9	-2	-2	1	1	-5
N#Cc1ccc(CSc2nnc(-c3c[nH]c4ccccc34)n2-c2ccccc2)cc1	0	0.8	23	1.1	0.9	-4	-1	0.9	1	-17
Cc1cc2cc(CNC(=O)Nc3cccc(Cl)c3)ccc2n1C	22	0.9	10	1	0.8	-3	-7	0.9	1	-3
CCS(=O)(=O)N1CCN(Cc2ccc([N+](=O)[O-])cc2)CC1	13	0.9	8	1	0.9	4	0	1.1	1	-12
O=C(O)c1ccc(N=NN2CCOCC2)cc1	-8	0.9	13	1.1	0.9	-2	-5	1	1	-14
O=S(=O)(NC1CCN(Cc2ccccc2)CC1)c1ccc2ccccc2c1	1	0.8	17	1	0.9	0	0	0.9	1	-1
COC(=O)c1cc(C#N)c(Oc2cccc(C)c2C)nc1C	-10	0.9	10	1	0.9	-1	0	0.9	1	-10
CCC(C)(C(=O)NC1CCCCC1)N(C(=O)CC1NC(=O)NC1=O)c1c(C)n(C)n(-c2ccccc2)c1=O (stereo not drawn)	3	1	-3	1.1	1	-1	9	0.9	1	-3

One compound at a time, as listed above:
COC(=O)c1cc(C#N)c(Oc2cccc(C)c2C)nc1C is listed with G6PDH CS: -10; Diaph act CS: 0.9; Diaph inh CS: 10; FLuc stim CS: 1; PMI act: 0.9; TNAP inh hiacc: -1; Efa HMGR inh: 0; PMI act hi M6P: 0.9; TNAP act hiacc: 1; TNAP inh no acc: -10
NC(=O)C(c1ccc(Cl)cc1)c1ncc(C(F)(F)F)cc1Cl (stereo not drawn) is listed with G6PDH CS: 3; Diaph act CS: 0.9; Diaph inh CS: 8; FLuc stim CS: 1.1; PMI act: 1; TNAP inh hiacc: -6; Efa HMGR inh: -1; PMI act hi M6P: 1; TNAP act hiacc: 1.1; TNAP inh no acc: -11

Next entries follow.
compound	G6PDH CS	Diaph act CS	Diaph inh CS	FLuc stim CS	PMI act	TNAP inh hiacc	Efa HMGR inh	PMI act hi M6P	TNAP act hiacc	TNAP inh no acc
Cc1cc(C(C)(C)C)oc1C(=O)N(CC(=O)NC1CCCC1)Cc1ccc(Cl)cc1	-8	0.9	9	1	0.9	-5	4	0.9	1.1	-11
Nc1c(S(=O)(=O)c2cccc(Cl)c2)c2nc3ccccc3nc2n1CCN1CCOCC1	3	0.8	15	1	1	1	-5	0.9	1	-3
COc1cc([N+](=O)[O-])ccc1NC(=O)CN1CCOCC1	5	1.1	-11	1	1	-3	2	1	1	-10
CCC(C)Oc1cccc(C(=O)Nc2ccccc2N2CCOCC2)c1 (stereo not drawn)	0	0.9	8	1	0.9	1	0	0.9	1	-4
Cn1c(NCC(O)CO)nc2c1c(=O)n(Cc1ccc(Cl)c(Cl)c1)c(=O)n2C (stereo not drawn)	2	0.8	16	1.1	1	-4	/	0.9	1	-10
COC(=O)COc1ccc(S(=O)(=O)N2CCOCC2)cc1C	24	0.9	13	1.1	0.8	-2	-5	0.9	1	-12
CCN(CC)c1ccc(/C=C(/C#N)C(=O)NC(C)C)o1	3	0.8	16	1	0.9	26	-3	0.7	0.7	22
C#CCOCCOCCOCCNc1nc(N2CCN(C(=O)[C@H](CCCCN)n3cc(C(N)CC(C)C)nn3)CC2)nc(N2CCN(C(=O)[C@H](CCC(=O)O)n3cc(C(N)[C@H](C)CC)nn3)CC2)n1 (stereo partly drawn)	6	1.4	-42	1	1.2	1	-4	1.3	1	-4
CCOc1ccc(S(=O)(=O)NCC(=O)N(C)Cc2cccnc2)cc1	7	0.9	7	1	0.9	-1	-3	1	1	-10
COC(=O)c1cccc(C(=O)N2CCCC(C(=O)c3cc(F)ccc3F)C2)c1 (stereo not drawn)	12	0.8	24	1	0.9	-3	0	0.9	1	-11
CCOC(=O)c1[nH]c2ccc(OC)cc2c1NC(=O)CCN1CCc2ccccc2C1	4	0.9	12	1.1	1	-6	-4	1	1.1	-11
CC(C)(C)c1ccc(OC(=O)c2cccnc2)cc1	9	1	1	0.7	1	-6	-7	1	1.1	-6
Cc1ccc(NS(=O)(=O)c2ccc(C(=O)N3CCN(c4ncccn4)CC3)cc2)cc1	15	1	0	1	1.2	-4	-7	1	1	6
O=C(c1ccc(=O)oc1)N1CCCc2ccccc21	5	0.7	32	1	1.1	3	-1	1	1	-4
C=CCn1c(Cc2ccccc2)nnc1SCc1nc2ccccc2c(=O)[nH]1	10	1.1	-7	1	1.2	-4	-1	1.3	1	-6
O=c1[nH]c(Cc2cccs2)nc2ccccc12	7	1	-2	1	0.9	-2	0	1	1	-4
O=C(Cn1cc(SCc2ccc(Cl)cc2)c2ccccc21)N1CCOCC1	-10	0.8	21	1	0.8	0	-1	0.8	1	-2
Cc1ccc(NC(=O)CS(=O)CC(=O)N(CC(=O)NC2CCCC2)c2cc(C)ccc2C)cc1 (stereo not drawn)	-4	0.9	7	1.1	1	-8	-7	1	1.1	-18
CC1CCN(C(=O)CCc2nc3cc(S(=O)(=O)N(C)C)ccc3n2C)CC1	10	1	2	1	1	-6	3	1	1.1	-5
Cc1nn(C(C)(C)C)c(OC(=O)c2ccc3c(c2)OCO3)c1S(=O)(=O)c1ccccc1	10	0.8	19	1.1	0.8	-6	-3	0.9	1.1	-3
O=C(COc1cccc2c1CCN(Cc1ccccc1F)C2=O)N1CCCCC1	2	0.8	16	1.1	1	-6	5	1.1	1.1	-6
CC(=O)c1c(C)[nH]c(C(=O)Nc2ccc(Cl)c(S(=O)(=O)N3CCOCC3)c2)c1C	-22	1	3	1	1	1	-2	1	1	-8
Cc1ccc(Cn2c(Cc3ccccc3)nc3ccccc32)cc1	5	0.8	15	1.1	0.9	-6	1	0.9	1.1	-11
CCNc1nc(NC(C)CC)nc(Oc2ccc(=O)[nH]n2)n1 (stereo not drawn)	8	0.8	15	1.1	1	-1	-1	1	1	5
Cc1cccc(CN2CCC(C(N)=O)CC2)c1	2	0.9	7	1	1.1	-2	-7	1.1	1	-15
Cc1cc2c(c(SCC(=O)NCCc3ccccc3)n1)C(=O)OC2	1	0.9	14	1.1	1	-4	1	1	1	-14
CCN(c1ccccc1)S(=O)(=O)c1ccc(Cl)c(NC(=O)COC(=O)c2ccc[n+]([O-])c2)c1	10	0.9	7	1.1	1.1	2	-3	1.1	1	-5
O=C(NCc1ccccc1Cl)c1cnc2n(c1=O)CCS2	-5	1.1	-7	1.1	1.1	-4	-1	1	1	-16
Cn1ncc(N=Cc2ccc([N+](=O)[O-])cc2)c1C(=O)Nc1ccccc1	1	0.9	10	1	0.8	0	3	0.9	1	-5
C[C@@H](NC(=O)c1nc[nH]c1C(=O)N[C@@H](Cc1ccccc1)C(=O)OCc1ccccc1)c1ccccc1	8	0.8	24	1	0.8	-3	-2	0.9	1	-10
